Source: PubChem BioAssay
TAG inh = reduces triacylglycerol accumulation in H9c2 cells; 230,000 compounds, 0.66% hits; inhibition, % at 12.5 µM; Nile Red lipid (TAG) fluorescence; cells loaded with 200 µM oleic acid; AID 651582;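 active = pattern-corrected inhibition of lipid staining of at least 50% with the nuclear-stain viability signal not falling by more than 50%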;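 note: 0% = DMSO wells and 100% = triacsin C control wells; some results filed as inactive read as strong as hits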
TAG inh DAPI viability = also measured in TAG inh; calls as there; DAPI nuclei signal change (viability), lower = more cytotoxic, %;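 whole-well DAPI fluorescence read on a plate reader as a viability signal; minus 50 percent equals half of cells still viable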
Active calls of the source: *. This is a subset (hit frequency here may not be typical).

compound | TAG inh | TAG inh DAPI viability
COc1ccc(-c2nn(CCC#N)cc2/C=N/O)cc1 | -1 | 3
NC(=O)c1ccsc1NC(=O)COC(=O)c1ccc([N+](=O)[O-])o1 | 3 | 1
CCc1ccc(C(=O)Nc2nc(C)cs2)s1 | 2 | -5
O=C(COC(=O)CNS(=O)(=O)c1cccc(F)c1)NCCc1ccccc1 | 14 | 1
O=C(NCCc1ccccc1)c1ccc(NC(=O)C2CCC2)cc1 | 8 | 0
CC1CCCC(C)N1C(=O)COC(=O)CNC(=O)C12CC3CC(CC(C3)C1)C2 (stereo not given) | -2 | 1
COC(=O)CSc1nc2ccccc2c(=O)n1C | -9 | 16
CC(=O)Nc1ccc(C(=O)COC(=O)C2CCCCC2)c(F)c1 | -12 | 11
CC(C)Cn1c(N2CCN(C(=O)/C=C/c3ccccc3)CC2)nc2ccccc21 | -10 | 12
COc1ccc(S(=O)(=O)N2CCOC2CNC(=O)C(=O)NCc2ccc(F)cc2)cc1OC (stereo not given) | 14 | 2
Cc1ccc(O)c(NC(=O)Cc2ccc3ccccc3c2)c1 | 11 | -13
CCCCCCN=C(C)C1=C(O)C(C(=O)OC)C(C)(C)CC1=O (stereo not given) | 9 | 3
O=C(Nc1ccc2c(c1)OCCO2)c1ccc(Br)c(S(=O)(=O)N2CCOCC2)c1 | 20 | -14
Cc1cc(C)cc(N(C(=O)c2csnn2)C(C(=O)NC(C)(C)C)c2ccccn2)c1 (stereo not given) | 3 | 2
O=C(NCCc1c[nH]c2ccccc12)C(=O)NCC1OCCN1S(=O)(=O)c1cc(F)ccc1F (stereo not given) | 3 | -12
CCCCCCC(=O)N(O)C1CC(=O)N(c2ccc(F)cc2)C1=O (stereo not given) | -6 | 3
CCc1n[nH]c(=S)n1/N=C/c1ccccn1 | -7 | 2
Nc1nc2c(ncn2-c2ccccc2)c(=O)[nH]1 | -12 | 5
C/C(=N\Nc1ccc([N+](=O)[O-])cc1)c1cc2ccccc2o1 | -14 | 15
O=C(CN1C(=O)c2ccccc2C1=O)NCc1ccc(N2CCOCC2)cc1 | 11 | -16
O=C(CCN1C(=O)C2C3CCC(C3)C2C1=O)OCC(=O)c1ccccc1 (stereo not given) | 8 | 3
O=C(NCCOc1ccccc1)C1=CC=CN2CCS(=O)(=O)N=C12 | 7 | 0
c1ccc(CNc2ncnc3sc4c(c23)CCC4)nc1 | -2 | -3
C=CCNC(=O)CSc1nc2scc(-c3ccco3)c2c(=O)n1CC=C | -7 | 18
CCN(C(=O)COC(=O)CCOc1cccc(C)c1)c1c(N)n(Cc2ccccc2)c(=O)[nH]c1=O | 8 | 3
CCOC(=O)C1CCN(S(=O)(=O)c2ccc3[nH]c(=O)c(=O)[nH]c3c2)CC1 | 8 | 2
COCC1CCCCN1C(=O)c1cc(COc2ccc(C)c(C)c2)on1 (stereo not given) | 6 | -9
COC(=O)c1cn(C(=O)c2ccc(Cl)cc2)c2ccccc12 | -1 | -3
O=C(Oc1ccc(-c2nnco2)cc1)c1cc(S(=O)(=O)N2CCOCC2)ccc1F | 5 | 12
COc1ccc(CNC(=O)C(c2ccc(C)o2)N(Cc2cccs2)C(=O)Cc2cccs2)cc1 (stereo not given) | 17 | -14
CC1(C)CC(=O)C(C(O)c2ccccc2)C(C)(C)N1 (stereo not given) | -8 | 8
CC1(C)CC2(CC(c3ccccc3F)c3ccc(O)c(O)c3O2)NC(=S)N1 (stereo not given) | 8 | -4
CCCn1c(SCC(=O)N2c3ccc(F)cc3CCC2C)nnc1-c1ccccn1 (stereo not given) | 13 | -13
O=C(NC1CCCC1)c1cc(-c2ccccc2)nc2ccccc12 | -2 | -4
CC1CN(C(=O)CCc2cc(C(C)(C)C)c(O)c(C(C)(C)C)c2)CC(C)O1 (stereo not given) | 2 | -2
CCC1=Nc2ccccc2-c2nnc(SC)nc2O1 | -4 | 6
Cc1ccc(NC(=O)COC(=O)CCC(=O)c2cccs2)c(C)c1 | -2 | -4
O=C(CCC(=O)c1ccc(F)cc1)Nc1cc(Cl)cc(Cl)c1 | -4 | 0
Cc1ccccc1OCC(=O)OCC(=O)Nc1cc(C(F)(F)F)ccc1N1CCOCC1 | 2 | -2
COc1cc(N(Cc2ccccc2)Cc2ccccc2)c2ncn(C(C)C)c2c1 | 3 | 1

Next part; it opens with the five that closed the last part.
compound | TAG inh | TAG inh DAPI viability
CCC1=Nc2ccccc2-c2nnc(SC)nc2O1 | -4 | 6
Cc1ccc(NC(=O)COC(=O)CCC(=O)c2cccs2)c(C)c1 | -2 | -4
O=C(CCC(=O)c1ccc(F)cc1)Nc1cc(Cl)cc(Cl)c1 | -4 | 0
Cc1ccccc1OCC(=O)OCC(=O)Nc1cc(C(F)(F)F)ccc1N1CCOCC1 | 2 | -2
COc1cc(N(Cc2ccccc2)Cc2ccccc2)c2ncn(C(C)C)c2c1 | 3 | 1
CCOC(=O)N1CCC(NC(=O)c2cc3c(-c4cccc(OC)c4)nn(C)c3s2)CC1 | 28 | 12
Cc1cc(=O)oc(C)c1C(=O)NCc1ccccc1 | -13 | 20
N#C/C(=C(/O)c1ccc(C(=O)c2ccccc2)cc1)c1nc2ccccc2[nH]1 | -2 | 1
NC(=O)c1c(NC(=O)CN2C(=O)NC(Cc3ccccc3)C2=O)sc2c1CCC2 (stereo not given) | 8 | -4
CC(C)(C)NS(=O)(=O)c1ccc(CCC(=O)NCc2ccco2)cc1 | -24 | 5
Cc1nc2ccc(F)cc2cc1C(=O)NCC1CCCO1 (stereo not given) | 25 | -11
COC(=O)Nc1ccc2c(c1)N(C(=O)CCN(C)C)c1ccccc1CC2 | 0 | -10
COC(=O)c1ccc(CNC(=O)COC(=O)Cc2ccsc2)cc1 | 3 | -10
O=C1c2ccccc2S(=O)(=O)N1CC(O)COc1ccc(Cl)cc1 (stereo not given) | 27 | -17
O=c1[nH]c2cc(Cl)ccc2c(O)c1-c1cccc(Oc2ccccc2)c1 | 11 | 1
Cc1nn(C(C)C(=O)NCc2ccco2)c(C)c1[N+](=O)[O-] (stereo not given) | -13 | 14
COc1ccc(-c2csc(C(C)(O)c3ccc(F)c(F)c3)n2)cc1 (stereo not given) | -23 | 1
O=S(=O)(c1cccc(F)c1)N1CCN(Cc2cc3c(cc2Br)OCCO3)CC1 | -22 | 1
CC(C)(C)c1ccc(OCCCC(=O)NC2=NCCS2)cc1 | 21 | -12
Cc1c(N(CC(=O)O)S(=O)(=O)c2ccccc2)c(=O)n(-c2ccccc2)n1C | 12 | -12
O=C(Cc1ccc(NC(=O)C2CCCN(C(=O)C3CC3)C2)cc1)Nc1ccc(C(=O)N2CCOCC2)cc1 (stereo not given) | -7 | 5
O=C(Nn1c(C2CCCCC2)nc2ccccc2c1=O)c1ccc([N+](=O)[O-])cc1 | 6 | -3
COc1cccc(NC(=O)CN(C)C(=O)c2ccc(NS(=O)(=O)c3ccc(F)cc3)cc2)c1 | 1 | 11
CC1CCCC(C)N1/N=C/c1ccccc1C(=O)O (stereo not given) | 5 | -6
Cc1ccc(OCCNC(=O)C2CCCCC2)cc1 | -2 | 5

3 entries out of the list, ordered by length of the SMILES, largest number first:
compound | TAG inh | TAG inh DAPI viability
CCOC(=O)N1CCC(NC(=O)c2cc3c(-c4cccc(OC)c4)nn(C)c3s2)CC1 | 28 | 12
O=S(=O)(c1cccc(F)c1)N1CCN(Cc2cc3c(cc2Br)OCCO3)CC1 | -22 | 1
Cc1nc2ccc(F)cc2cc1C(=O)NCC1CCCO1 (stereo not given) | 25 | -11

The list goes on.
compound | TAG inh | TAG inh DAPI viability
CCOc1ccccc1C1C(C#N)=C(N)Nc2onc(-c3ccccc3)c21 (stereo not given) | 6 | 1
CCN1C[C@@H]2[C@@H]3C(=O)N(Cc4ccccc4)C(=O)[C@@H]3[C@](CC)(C1=O)N2C(=O)c1ccc(Cl)c(Cl)c1 | 11 | -4
CC1(C(=O)NS(=O)(=O)c2ccc(Br)cc2)CCN1C(=O)CCc1ccccc1 (stereo not given) | 12 | 6
CC1CCN(CCC(=O)N/N=C/c2ccc([N+](=O)[O-])cc2)CC1 | -21 | -4
COc1ccc(CSc2nnc(C)s2)cc1F | 0 | -6
O=C1c2cc(S(=O)(=O)NCCO)ccc2-c2ccc(S(=O)(=O)NCCO)cc21 | 4 | 1
CC(C)Cc1nnc(NC(=O)CCC(=O)N2CCN(c3ccccn3)CC2)s1 | 11 | -9
COc1ccccc1N1CCN(C(=O)c2ccc(S(=O)(=O)N3CCCCCC3)cc2)CC1 | 0 | 4
O=C(c1cc(-c2ccncc2)nc2ccc(Br)cc12)N1CCN(c2ccccn2)CC1 | 11 | -12
O=C(O)C(C/C(=N/O)c1ccc(Br)cc1)P(=O)(c1ccccc1)c1ccccc1 (stereo not given) | 5 | 2
Cc1ccc(C(=O)COC(=O)CCN2C(=O)C3C4CCC(C4)C3C2=O)cc1[N+](=O)[O-] (stereo not given) | -1 | 3
COc1ccc(C2=Nn3c(nnc3-c3cc(C)[nH]n3)SC2)cc1 | 23 | -3
Cc1cccc(NS(=O)(=O)c2ccc(C3CCCCC3)cc2)c1 | -23 | 2
COc1ccc(N(CC(=O)NC2CCCCCC2)S(=O)(=O)c2ccccc2)cc1Cl | -27 | 4
Fc1cccc(NC(=S)N2CCCCC2)c1 | -2 | -12
CCSc1nc2ccccc2n1CC(=O)N1CCCCC1 | 3 | 0
O=C(N[C@@H]1CCC(=O)N(CC[C@H](Sc2ccccc2)c2ccccc2)CC1)OCc1ccccc1 | -19 | 2
O=C(C1CCN(Cc2ccc(OCc3ccccc3)cc2)CC1)N1CCCC1 | 24 | 2
O=C(CNC(=O)c1ccc(Br)o1)NCc1cccc(Cl)c1 | -5 | 4
COc1ccc(-n2nc([N+](=O)[O-])c(=NCCc3ccc(C)cc3)n2O)cc1 | 0 | -5

Rewritten field by field: part of the list above
CCN1C[C@@H]2[C@@H]3C(=O)N(Cc4ccccc4)C(=O)[C@@H]3[C@](CC)(C1=O)N2C(=O)c1ccc(Cl)c(Cl)c1
  TAG inh = 11 | TAG inh DAPI viability = -4

CC1(C(=O)NS(=O)(=O)c2ccc(Br)cc2)CCN1C(=O)CCc1ccccc1 (stereo not given)
  TAG inh = 12 | TAG inh DAPI viability = 6

CC1CCN(CCC(=O)N/N=C/c2ccc([N+](=O)[O-])cc2)CC1
  TAG inh = -21 | TAG inh DAPI viability = -4

More results
compound | TAG inh | TAG inh DAPI viability
Cn1cc(SCC(=O)N2CCN(c3ccccc3)CC2)c2ccccc21 | -15 | -2
COCCn1c(SCC(=O)N2CCCC2=O)nc2sc(C)c(C)c2c1=O | -23 | -2
CCN(CC)S(=O)(=O)c1cc(C(=O)OCC(=O)Nc2cccc(S(=O)(=O)N(C)C)c2)ccc1F | 2 | -6
CCCCNC(=O)OC1CCS(=O)(=O)C1 (stereo not given) | -3 | -11
CN(Cc1nc(-c2cccs2)no1)CC(O)c1ccccc1 (stereo not given) | -7 | -4
O=C1c2ccccc2C(=O)N1CCCCn1c(=O)oc2ccccc21 | -5 | -7
CCn1c(SCCOc2ccc(OC)cc2)nnc1C(CO)NC(=O)c1ccc(OC)cc1 (stereo not given) | 12 | -4
CC(NC(=O)c1ccc(NC(=O)CC2SC(N3CCCC3)=NC2=O)cc1)c1ccc(S(N)(=O)=O)cc1 (stereo not given) | -2 | 8
CSc1ccc(NC(=O)Nc2cccn(Cc3ccccc3F)c2=O)cc1 | 0 | -11
CCCc1nc(N2CCCC2)c(C#N)c2c1CCCC2 | 15 | -13
CN(C)C(CNC(=O)c1cccs1)c1ccco1 (stereo not given) | -3 | -4
Cn1c(N)c(C(=O)CSc2n[nH]c(N)n2)c(=O)n(C)c1=O | 11 | 3
CN(CC(=O)Nc1ccc(F)cc1)C(=O)CSc1nncs1 | -10 | 5
CC(C)(C)C1CCC2(CC1)C(C#N)=C(SCC(=O)Nc1ccccc1)NC(=O)C2C#N (stereo not given) | -33 | -5
N/C(=N\OC(=O)c1ccc(OCC(F)(F)F)nc1)c1ccc(Cl)cc1 | 7 | -14
COc1ccccc1C(=O)Nc1ccc(C(=O)N2CCCCC2)cc1 | 18 | 2
CCNC(=S)N(Cc1ccco1)Cc1cc2cc(OCC)ccc2[nH]c1=O | -1 | 18
CCOC(=O)CCCCC(=O)c1[nH]c(=O)[nH]c1Cn1ccnc1 | -12 | 13
CCOC(=O)C1CN(S(=O)(=O)c2ccc(C)cc2)c2ccccc2O1 (stereo not given) | -3 | 5
COc1cccc(OCC(O)CN2CCN(CCN3C(=O)c4cccc5cccc(c45)C3=O)CC2)c1 (stereo not given) | -49 | 24
O=C(Cn1nc(Cc2cccnc2)c2ccccc2c1=O)NCC1CCCO1 (stereo not given) | 1 | -10
COC(=O)c1ccc(C(=O)OC)c(NC(=O)C(C)(C)C)c1 | 3 | 6
Cc1ccc2c(c1)cc(CN(Cc1ccc3c(c1)OCO3)C(=O)c1cnccn1)c1nnnn12 | 8 | -5
Cc1ccc(NC(=O)CSc2nc(C)c(C)c(C)n2)c([N+](=O)[O-])c1 | -2 | 4
CCNC(=O)COC(=O)CCNC(=O)c1cccc(C)c1 | -11 | 8
C[C@H]1CN(S(=O)C(C)(C)C)[C@H](CCO)/C1=C\CCO (stereo not given in full) | 4 | -6
CC[C@H](C)[C@@H]1NC(=O)c2cc([N+](=O)[O-])cc(F)c2NCCCC[C@@H](C(N)=O)NC(=O)[C@H](CC(N)=O)NC1=O | 0 | 0
CCCC1=NN(C(=O)C(=O)Nc2ccc(Br)cc2)C(O)(C(F)(F)F)C1 (stereo not given) | 8 | -14

Two of the compounds above, as labelled records:
> COC(=O)CSc1nc2ccccc2c(=O)n1C
- TAG inh = -9
- TAG inh DAPI viability = 16
> CC(=O)Nc1ccc(C(=O)COC(=O)C2CCCCC2)c(F)c1
- TAG inh = -12
- TAG inh DAPI viability = 11
